# IL1B secr inh: inflammasome signaling inhibition, IL-1 beta readout; THP-1 LPS/ATP IL-1B secretion, AlphaLISA, 16 h; active compounds read low; activity change, % at 57.5 µM; actives 4.7% (n = 360,000); in the data active means activity change below about -50%; inconclusive means mostly about -30% to -49%; further: on the % scale 0 is the no-effect control and ±100 the full control effect
#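 Secreted IL-1B measured by AlphaLISA bead assay after 16 h compound exposure of THP-1 cells; compounds (final up to 57.5 uM) added 1 h before LPS (250 ng/mL) and ATP (1.25 mM) stimulation; lower signal means less secretion.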
# HepG2 viability: kills HepG2 cells in TGF-b inhibitor counter-screen. HepG2 CAGA-GFP viability, ATP luminescence, 18 h. Potency, µM (titrated, usually from 46.1 µM), inactives show at the highest dose activity change, negative = cytotoxicity, actives largely listed as cytotoxic. actives 0.76% (n = 410,000). AID 588856; further: potency means the concentration at half of the fitted maximal effect; some results filed as inactive show a strong effect at the top dose
#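 HepG2 CAGA-GFP cells (1000/well, DMEM with 1% FBS) received compound, then TGF-beta at 500 pg/mL final, and were incubated 18 hours at 37 degrees C. Viability was read by CellTiter-Glo luminescence. Media-only wells were set as complete cell-killing and DMSO as no toxicity.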
# ATXN2 expr inh: reduces ATXN2 reporter expression in HEK-293 cells | actives 0.72% (n = 360,000) | AID 1745845 | Potency, µM (doses to about 57 µM), for the others: at the top dose activity change, negative = inhibition, most hits filed as inhibitors | HEK-293 ATXN2-luciferase reporter, luminescence, 24 h; further: potency means the concentration at half of the fitted maximal effect; on the % scale 0 is the no-effect control and ±100 the full control effect; nearly all actives have a fitted effect of over 55% in size
#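 ATXN2-luciferase reporter cells (luciferase flanked by upstream and downstream ATXN2 gene portions) were treated 24 h at 37 °C with compounds at up to 57 uM. SteadyGlo luminescence gave expression; GF-AFC fluorescence gave viability.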
# ATXN viability: cell viability loss in ATXN counter-screen; S2 cells (HEK-293 line with an ATXN2-luciferase reporter) viability, CellTiter-Fluor protease fluorescence, 24 h; Potency, µM (highest dose often 56.7 µM), most hits filed as cytotoxic; actives 0.49% (n = 400,000); AID 651635; further: potency means the concentration at half of the fitted maximal effect; nearly all actives have a fitted effect of over 40% in size
# MCF10A rerep: induces DNA re-replication in MCF 10a normal breast cells | actives 2.9% (n = 350,000) | MCF 10A DNA re-replication, Hoechst nuclear intensity, 48 h | AID 624296 | Potency, µM (top dose mostly 46.1 µM), for the others: at the top dose activity, positive = re-replication, most hits filed as activators; further: potency means the concentration at half of the fitted maximal effect; % of control where 0% means no effect; nearly all actives have a fitted effect of over 50% in size
# KB-3-1 tox: KB-3-1 parental cell cytotoxicity; actives 1.4% (n = 400,000); AID 1347075; KB-3-1 viability, CellTiter-Glo ATP luminescence, 72 h; Potency, µM (series often up to 46.1 µM), for the others: top-dose activity change, negative = cytotoxic, hits mostly cytotoxic; further: potency means the concentration at half of the fitted maximal effect; on the % scale 0 is the no-effect control and ±100 the full control effect; nearly all actives have a fitted effect of over 60% in size
#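 Viability of parental KB-3-1 cells, measured by CellTiter-Glo luminescence, followed a 72 h incubation at 37 °C with pinned compounds in phenol-red-free DMEM containing 10% FBS.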
# HT1080-NT tox: kills 2HG-producing HT-1080-NT fibrosarcoma cells; HT-1080-NT fibrosarcoma viability, CellTiter-Glo ATP luminescence, 48 h; AID 686970; Potency, µM (top dose mostly 46.1 µM), for the others: top-dose activity, negative = less viability, usual class: cytotoxic; actives 1.6% (n = 360,000);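 further: NT is the 2HG producing partner of a matched IDH1 knockdown line; potency means the concentration at half of the fitted maximal effect; 0% = DMSO-treated cells and -100% = media-only wells without cells; nearly all actives have a fitted effect of over 55% in size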
#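 Toxicity toward the 2HG-producing NT line was scored as %Activity, normalised to DMSO and no-cell wells, from CellTiter-Glo luminescence after 48 hours' treatment.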
# HT1080 IDH1KD tx: HT-1080 IDH1 knockdown cell toxicity (counter line); Potency, µM (highest dose often 46.1 µM), for the others: top-dose activity, negative = toxicity, hits mostly cytotoxic; actives 2% (n = 360,000); HT-1080 IDH1 knockdown viability, ATP luminescence, 48 h;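 further: potency means the concentration at half of the fitted maximal effect; 0% = DMSO wells and -100% = cell-free medium wells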
#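 Luminescent ATP read-out (CellTiter-Glo, 10 min at room temperature) after 48 h compound exposure at 37 °C gave viability of IDH1-knockdown HT-1080 cells. Activity was normalised to DMSO and cell-free wells, then fitted as concentration-response curves.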
# SW480 rerep: inducers of DNA re-replication in SW480 colon cancer cells; SW480 DNA re-replication, Hoechst DNA content imaging, 48 h; Potency, µM (titrated, usually from 46.1 µM), without a hit: at the top dose re-replication activation, actives largely listed as activators; AID 624297; actives 1.8% (n = 340,000); further: potency means the concentration at half of the fitted maximal effect; % of control where 0% means no effect; nearly all actives have a fitted effect of over 55% in size
#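 Quantitative HTS format with DMSO vehicle controls; 48 hr drug incubation at 37 C, then 40 min Hoechst staining and scanning imager measurement at 405 nm excitation.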
# Numbers without * were called inactive; i = inactive; u = inconclusive; x = not tested or not shown; [ ] = remark or other dose. Unless noted, the call rests on the fitted dose curve; in most records, active means well fitted curve in the direction sought with a large enough effect; inconclusive means small, poorly fitted or top-dose-only effect, or another doubt; inactive means no such curve, though single readings can be large; an effect the other way counts as inactive or inconclusive.
# Preview (four entries):
SMILES,IL1B secr inh,HepG2 viability,ATXN2 expr inh,ATXN viability,MCF10A rerep,KB-3-1 tox,HT1080-NT tox,HT1080 IDH1KD tx,SW480 rerep
CCC1(C(=O)O)NC(c2cccc(OC)c2O)C2C(=O)N(c3ccccc3)C(=O)C21 (stereo not given),16,-31%,-4%,i,-8%,-2%,0%,7%,0%
CCOC(=O)/C(C#N)=C/c1ccc(-c2ccccc2)o1,x,-2%,10%,i,x,15%,x,x,x
CCOC(=O)c1c(NC(=O)CSc2nc3ccccc3[nH]2)sc2c1CC(C)(C)NC2(C)C,-51*,-28%,-8%,u,u,u,-2%,5%,16µM*
Cc1ccc(C)c(S(=O)(=O)N/N=C2/CCCc3ccccc32)c1,22,-31%,-7%,u,u,12%,0%,-1%,11%

# The list itself, repeating the preview:
SMILES,IL1B secr inh,HepG2 viability,ATXN2 expr inh,ATXN viability,MCF10A rerep,KB-3-1 tox,HT1080-NT tox,HT1080 IDH1KD tx,SW480 rerep
CCC1(C(=O)O)NC(c2cccc(OC)c2O)C2C(=O)N(c3ccccc3)C(=O)C21 (stereo not given),16,-31%,-4%,i,-8%,-2%,0%,7%,0%
CCOC(=O)/C(C#N)=C/c1ccc(-c2ccccc2)o1,x,-2%,10%,i,x,15%,x,x,x
CCOC(=O)c1c(NC(=O)CSc2nc3ccccc3[nH]2)sc2c1CC(C)(C)NC2(C)C,-51*,-28%,-8%,u,u,u,-2%,5%,16µM*
Cc1ccc(C)c(S(=O)(=O)N/N=C2/CCCc3ccccc32)c1,22,-31%,-7%,u,u,12%,0%,-1%,11%
Cc1ccc(CNC(=O)CCNS(=O)(=O)c2ccc(C)cc2)cc1,-5,-6%,3%,i,u,-2%,-3%,-11%,-2%
COC(=O)/C=C(\C)NC(=O)c1ccccc1Cl,-8,2%,15%,i,0%,1%,2%,3%,u
O=C(CCNC(=O)c1ccc(Br)cc1)Nc1nccs1,29,-3%,10%,i,0%,-4%,0%,2%,-1%
COc1cc(-c2nc(Cn3nnc(C(=O)Nc4ccccc4)c3C)c(C)o2)cc(OC)c1OC,x,-42%,u,i,x,-1%,x,x,x
CCCN(CC(=O)Nc1ccc(F)c(F)c1F)C(=O)c1ccc2c(c1)NC(=O)CS2,-29,-5%,-18%,i,6%,-4%,0%,-9%,1%
Nn1c(SCC(=O)NC2CCS(=O)(=O)C2)nnc1-c1cccs1 (stereo not given),6,1%,2%,i,0%,-3%,0%,2%,33%
COc1ccc(C(=O)CSC2=C(C#N)C3(CCCCC3)C(C#N)=C(N)N2)cc1,-12,-13%,-3%,i,u,13%,0%,u,u
CCCNC(=O)COC(=O)/C=C/c1ccco1,-14,4%,8%,u,3%,3%,15%,13%,-8%
COc1ccc(C(O)c2nc(-c3ccccc3C)cs2)cc1 (stereo not given),16,-2%,10%,i,x,-29%,-1%,15%,x
CCOc1ccc(S(=O)(=O)NCc2ccccn2)cc1,17,3%,4%,i,5%,-8%,1%,-6%,-8%
Cc1cc(C)n(Cc2ccc(Cl)cc2Cl)c(=O)c1S(=O)(=O)c1ccccc1,11,4%,2%,i,19%,u,-2%,-5%,5%

# Full records from above. Screens in order: IL1B secr inh | HepG2 viability | ATXN2 expr inh | ATXN viability | MCF10A rerep | KB-3-1 tox | HT1080-NT tox | HT1080 IDH1KD tx | SW480 rerep
# `CCOc1ccc(S(=O)(=O)NCc2ccccn2)cc1` across the screens: 17 | 3% | 4% | i | 5% | -8% | 1% | -6% | -8%
# `Cc1ccc(CNC(=O)CCNS(=O)(=O)c2ccc(C)cc2)cc1` across the screens: -5 | -6% | 3% | i | u | -2% | -3% | -11% | -2%
# `Nn1c(SCC(=O)NC2CCS(=O)(=O)C2)nnc1-c1cccs1` (stereo not given) across the screens: 6 | 1% | 2% | i | 0% | -3% | 0% | 2% | 33%
# `COc1cc(-c2nc(Cn3nnc(C(=O)Nc4ccccc4)c3C)c(C)o2)cc(OC)c1OC` across the screens: x | -42% | u | i | x | -1% | x | x | x
# `COc1ccc(C(O)c2nc(-c3ccccc3C)cs2)cc1` (stereo not given) across the screens: 16 | -2% | 10% | i | x | -29% | -1% | 15% | x

# Later entries
SMILES,IL1B secr inh,HepG2 viability,ATXN2 expr inh,ATXN viability,MCF10A rerep,KB-3-1 tox,HT1080-NT tox,HT1080 IDH1KD tx,SW480 rerep
O=C(CN1CCN(C/C=C/c2ccccc2)CC1)NCc1ccc(Cl)cc1,-5,-27%,u,i,u,0%,u,u,-2%
CCc1ccc(N(C(=O)c2ccco2)C(C(=O)NC2CCCC2)c2ccco2)cc1 (stereo not given),u,-2%,3%,u,u,-19%,-20%,-18%,u
O=C(CCSc1ccccc1)N1CCN(c2ccccc2F)CC1,3,-5%,28%,i,2%,-22%,2%,-4%,3%
CC(C)(C)OC(=O)N1CCCC(C(=O)Nc2ccc(C(=O)NCCc3ccccc3)cc2)C1 (stereo not given),27,3%,7%,u,4%,5%,2%,2%,1%
Cc1ccc(-c2cn3c(=S)[nH]nc3s2)cc1,13,3%,-2%,i,0%,-24%,-3%,3%,-12%
Cc1ccc(C)c(-n2cc(-c3ccccc3)nc2SCC(=O)Nc2ccccc2)c1,x,-19%,-13%,i,x,-15%,x,x,x
CNC(=O)c1cc2ccccc2o1,15,8%,2%,i,-1%,13%,13%,20%,-1%
O=C(Nc1ccccc1)C1=C[C@H](c2ccc3c(c2)OCO3)C[C@H](OCCCCO)O1,-15,-13%,14%,i,14%,-19%,22%,7%,-1%
CCOc1cc(C2C(C(=O)N3CCCCC3)=C(C)NC3=C2C(=O)CCC3)cc(Br)c1O (stereo not given),1,-4%,1%,i,1%,-20%,7%,9%,-10%
COc1ccc(OCC(=O)NNC(=O)c2ccc3c(=O)n4c(nc3c2)CCC4)cc1,8,-1%,8%,i,-1%,20%,17%,10%,-2%
COc1cccc(C(=O)COC(=O)CCC(=O)c2ccccc2)c1,11,8%,x,x,-2%,-4%,1%,0%,1%
COc1cccc(N2CCN(S(=O)(=O)c3cc4c(cc3Cl)NC(=O)CO4)CC2)c1,14,2%,-38%,i,13%,7%,-2%,0%,1%
S=c1[nH]nc(COc2ccccc2)n1/N=C/c1ccc(Cl)cc1Cl,5,-28%,0%,i,u,10%,-18%,-6%,-1%
O=c1c(NCc2ccccc2Cl)nccn1-c1ccccc1,x,-5%,32%,i,x,4%,x,x,x
CC1CCCCC1NC(=O)COc1cccnc1[N+](=O)[O-] (stereo not given),43,1%,-9%,i,-3%,5%,1%,-4%,-11%
COc1ccc(N=C2CCS(=O)(=O)c3sccc32)cc1,-7,-24%,24%,i,u,6%,-18%,u,u
Cc1occc1C(=O)N1CCN(C(=O)C2CCCO2)CC1 (stereo not given),0,3%,11%,i,21%,-1%,10%,3%,0%
CCCCn1nnnc1C(c1cccc2ccccc12)N1CCN(C/C=C/c2ccccc2)CC1 (stereo not given),-59*,-6%,u,u,x,u,u,u,x
O=C(COC(=O)c1n[nH]c2ccccc12)c1cccc(Br)c1,-23,-49%,-4%,i,5%,u,2%,-1%,-3%
O=C(O)c1cccc(S(=O)(=O)N2CCN(S(=O)(=O)c3ccc4ccccc4c3)CC2)c1,6,15%,3%,i,0%,1%,6%,13%,1%
CCOC(=O)c1ccc(NC(=O)COc2ccccc2CNCCO)cc1,-27,-37%,-28%,u,5%,-2%,-2%,0%,2%
CCn1c(=O)n(CC)c2cc(N)ccc21,0,-1%,x,i,0%,1%,-12%,-10%,-5%
C[C@]12c3[nH]c4ccc(Cl)cc4c3CCN1C(=O)[C@@H](CC(=O)NCCc1ccccn1)C[C@@H]2C(=O)N1CCCCC1,-17,-21%,-3%,i,u,9%,1%,-1%,-6%
O=C(NC1=NCCS1)c1cc(-c2ccc(-c3ccccc3)cc2)nc2ccccc12,-11,1%,15%[11.3 µM],x,20%,-25%,-8%,-24%,-8%
CCC(=O)Nc1cccc(C2=NOC3(C2)C[C@@H](C(N)=O)N(C(=O)COc2ccc(Cl)cc2)C3)c1 (stereo not given in full),-23,-12%,5%,i,-7%,4%,20%,9%,-4%
CCCC(=O)N(c1ccc2oc(C)c(C(C)=O)c2c1)S(=O)(=O)c1ccc(CC)cc1,x,-32%,-25%,i,x,3.7µM*,x,x,x
Cc1cccc(C)c1OCC(=O)Nc1c(C)nn(C)c1C,-5,1%,-11%,i,-18%,8%,12%,15%,-9%
Oc1ccc(/C=N/Nc2nc(N3CCCC3)nc(N3CCCC3)n2)cc1O,34,-20%,-7%,i,10%[9.22 µM],0%,-7%,-14%,-7%
O=C(Nc1ccc(N2CCCC2)cc1)C(Cl)c1ccccc1 (stereo not given),23,-30%,10%,u,u,-2%,-6%,-12%,u
NC(=O)CC(NC(=O)c1ccccc1)c1ccc(NCc2ccccc2)c([N+](=O)[O-])c1 (stereo not given),-7,-7%,11%,i,9%,-17%,-1%,-3%,0%
NC(=O)C1(C(N)=O)OC1c1ccc(Cl)cc1Cl (stereo not given),-20,4%,8%,i,2%,5%,0%,1%,21%
CC(C)c1ccc(/C=C/C(=O)Nc2nc3ccc([N+](=O)[O-])cc3s2)cc1,21,4%,x,x,-3%,0%,0%,4%,-14%
CC(=O)Nc1cccc(-c2cccc3nccn23)c1,21,4%,13%,i,x,0%,17%,4%,x
Cc1cccc([C@@H]2[C@@H]3C(=O)N(Cc4ccccc4)C(=O)[C@@H]3[C@]3(CC(C)C)C(=O)N(c4cccc(Br)c4)C(=O)N23)c1,5,-18%,3%,i,-1%,3%,2%,3%,1%

# A few values from the list:
# Result of CC(C)c1ccc(/C=C/C(=O)Nc2nc3ccc([N+](=O)[O-])cc3s2)cc1 in HT1080-NT tox: 0%
# Result of Cc1cccc([C@@H]2[C@@H]3C(=O)N(Cc4ccccc4)C(=O)[C@@H]3[C@]3(CC(C)C)C(=O)N(c4cccc(Br)c4)C(=O)N23)c1 in MCF10A rerep: -1%
# Result of NC(=O)C1(C(N)=O)OC1c1ccc(Cl)cc1Cl (stereo not given) in IL1B secr inh: -20
# Result of CC(=O)Nc1cccc(-c2cccc3nccn23)c1 in HT1080-NT tox: 17%
